DAX1 inh-1: NR0B1 (DAX1) inhibition; P51843; HEK293 Gal4-DAX1 luciferase reporter, luminescence; inhibition, % at 6.75 µM; actives 0.99% (n = 340,000); AID 504766;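 active = inhibition above the mean over all tested compounds plus 3 SD, cut at about 4.2% in these data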;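 note: 0% = DAX1-transfected cells with DMSO and 100% = empty-vector control cells with DMSO; inhibition shows as a rise in luminescence from relieved DAX1 repression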
Target sequence (P51843 207-470 limits assumed): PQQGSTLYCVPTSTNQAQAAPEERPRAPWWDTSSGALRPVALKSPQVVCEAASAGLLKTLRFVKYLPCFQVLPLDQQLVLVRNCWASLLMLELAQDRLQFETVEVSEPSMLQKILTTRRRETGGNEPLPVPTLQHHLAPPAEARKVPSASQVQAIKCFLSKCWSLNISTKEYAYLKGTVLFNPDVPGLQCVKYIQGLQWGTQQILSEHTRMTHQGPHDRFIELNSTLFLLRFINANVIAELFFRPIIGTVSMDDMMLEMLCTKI
SMARCA2 act: SMARCA2 function activation, primary screen; MG213 cells, MMTV-luciferase reporter, dexamethasone, overnight; activation, % at 9.1 µM; actives 1% (n = 370,000); AID 652017; in the data active = activation above about 7.8%;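 note: 0% = vehicle wells and 100% = reference activator wells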
FXN GAA850 act: frataxin GAA850 promoter activation. AID 540364. actives 0.56% (n = 360,000). HEK293 lucGAA850 FXN promoter luciferase reporter, 24 h; percent of 10 µM SAHA response. activation, % at 6 µM;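 active = activation above the average of all compounds screened plus 3 SD, cutoff fixed separately per campaign, cut at about 7.5% in these data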;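 note: 0% = DMSO wells and 100% = 10 µM SAHA wells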
ADAM10 inh: ADAM10 inhibition, QFRET primary screen | recombinant ADAM10, EDANS/DABCYL FRET peptide cleavage, 3 h | actives 0.62% (n = 370,000) | AID 720582 | O14672 | inhibition, % at 7 µM;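 active = inhibition above a per-campaign cutoff equal to the mean of compounds falling between control-based bounds plus 3 SD, cut at about 20% in these data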;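 note: 0% = DMSO wells while the 100% control is not disclosed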
Target sequence (O14672 214-748 limits assumed): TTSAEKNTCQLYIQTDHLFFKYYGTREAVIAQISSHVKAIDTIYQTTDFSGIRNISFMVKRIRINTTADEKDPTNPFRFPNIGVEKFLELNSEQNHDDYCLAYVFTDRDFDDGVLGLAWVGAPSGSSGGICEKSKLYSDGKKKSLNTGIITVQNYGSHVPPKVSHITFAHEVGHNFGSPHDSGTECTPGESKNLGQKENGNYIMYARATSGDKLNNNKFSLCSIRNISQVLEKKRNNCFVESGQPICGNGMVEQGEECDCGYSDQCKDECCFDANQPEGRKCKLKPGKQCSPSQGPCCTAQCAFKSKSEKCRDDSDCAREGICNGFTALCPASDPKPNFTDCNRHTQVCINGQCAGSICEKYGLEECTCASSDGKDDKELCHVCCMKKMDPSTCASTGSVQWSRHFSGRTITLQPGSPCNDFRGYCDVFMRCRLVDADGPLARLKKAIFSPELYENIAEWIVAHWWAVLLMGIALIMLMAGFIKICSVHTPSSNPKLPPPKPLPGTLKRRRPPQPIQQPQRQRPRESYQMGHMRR
ADAM17 inh: ADAM17 inhibition, QFRET primary screen | P78536 | recombinant ADAM17, EDANS/DABCYL FRET peptide cleavage | inhibition, % at 6.95 µM | actives 0.83% (n = 370,000) | AID 720648;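 active = inhibition above the mean of compounds lying between control limits plus 3 SD, set per campaign, cut at about 8.5% in these data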;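 note: 0% = DMSO-only wells as the low control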
GC-A act: GC-A (human) enzyme activation | activation, % at 10 µM | P16066 | actives 0.14% (n = 370,000) | HEK293 GC-A cells, cGMP TR-FRET, EC30 ANP; 0% at EC30 ANP, 100% saturating ANP; in the data active = activation above about 40%
hgDAF-12 ag: agonists of H. glycines DAF-12 nuclear receptor; HEK293 GAL4-hgDAF12 UAS-luciferase reporter, agonist luminescence; normalized to butyrate control; AID 687014; activation, % at 6.8 µM; actives 1.8% (n = 370,000);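 active = activation above a cutoff set at the mean of all screened compounds plus 3 SD, cut at about 10% in these data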;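 note: 0% = DMSO wells and 100% = sodium butyrate wells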
ssDAF12 agonist: activators of S. stercoralis DAF-12 nuclear receptor | HEK293 ssDAF-12/GRIP1 lit1-tk-luc reporter, luminescence; % of 3 µM dafachronic acid response | activation, % at 6.8 µM | actives 1% (n = 370,000) | AID 652126;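 active = activation above the mean over all tested compounds plus 3 SD, cut at about 0.9% in these data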;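 note: 0% = DMSO-only wells and 100% = 3 µM delta7-dafachronic acid wells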
hcDAF12 agonist: activates DAF-12 receptor from parasite H. contortus; activation, % at 6.8 µM; HEK293 hcDAF-12 lit1-tk-luc reporter, luminescence; 0% DMSO, 100% Δ7-dafachronic acid; actives 1.4% (n = 370,000);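 active = activation above the mean of all tested compounds plus 3 SD, cut at about 5.5% in these data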;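 note: 100% = response to 3 µM Δ7-dafachronic acid high control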
DAX1 inh-2: DAX1 (NR0B1) inhibition, primary screen; AID 652010; actives 1.1% (n = 370,000); inhibition, % at 6.8 µM; HEK293T StAR-luciferase reporter, SF-1/DAX-1 repression relief;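 active = inhibition above the mean over all tested compounds plus 3 SD, cut at about 3.6% in these data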;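 note: 0% = DAX-1 cells with DMSO and 100% = cells lacking DAX-1 with DMSO; higher inhibition means more luminescence from relief of DAX-1 repression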
PG9 binder: PG9 antibody binding by small molecule | TR-FRET gp120-PG9 antibody binding | inhibition, % at 6.7 µM | actives 0.43% (n = 360,000) | AID 624416; in the data active = inhibition above about 8.5%
* = called active by the depositor; . = no result given.

SMILES	DAX1 inh-1	SMARCA2 act	FXN GAA850 act	ADAM10 inh	ADAM17 inh	GC-A act	hgDAF-12 ag	ssDAF12 agonist	hcDAF12 agonist	DAX1 inh-2	PG9 binder
COc1ccc(C(=O)N/C(=C/c2cccs2)C(=O)NC(C)(C)C)cc1OC	0.1	-2	0.8	-4	-4	5	-1.1	-1.2	-3.0	-0.4	0.6
CCOc1ccc(C(O)c2nccn2C)cc1 (stereo not given)	1.0	-3	1.5	-8	1	2	-1.9	-0.4	-0.9	-0.6	-1.5
COc1ccccc1NC(=O)c1c(N=Cc2cccc([N+](=O)[O-])c2)cnn1C	.	-5	0.1	-4	-8	-1	0.0	-2.1	0.0	-0.5	-1.8
Cn1nc(C(=O)NNC(=O)c2ccccc2F)c2ccccc2c1=O	-0.3	-2	-0.8	-8	-8	2	1.0	-0.8	-0.3	-0.4	-0.7
COc1cc(O)c(C(C)=O)c(CC(=O)O)c1	-1.1	2	-1.4	-18	-2	4	-2.5	0.9*	-1.1	0.3	-0.5
O=C(c1cccc(S(=O)(=O)N2CCc3ccccc32)c1)N1CCN(CCO)CC1	-2.0	1	-0.9	-5	-5	-4	0.0	-0.3	-1.8	-0.4	0.0
Cc1cccc(CSc2nc3ccccc3c(=O)n2C)c1	-0.7	-3	0.1	-5	-3	-8	-1.0	-1.7	-2.6	-2.6	-0.7
Cc1nnc(NC(=O)c2cccc(NC(=O)C(C)C)c2)s1	0.9	-1	2.8	-2	-6	3	-1.9	-1.3	-1.9	0.4	-0.5
CN(C)c1cccc(NC(=O)c2ccco2)c1	0.3	0	2.6	-4	0	-7	-0.1	-0.6	6.7*	0.3	-3.9
CCOC(=O)C1CCN(c2c(NCCCN(C)C3CCCCC3)c(=O)c2=O)CC1	0.8	-1	-0.7	-7	-2	-3	2.8	-1.1	-1.6	0.9	-0.1
CCCCn1c(N)c(N(CCC(C)C)C(=O)CCN2C(=O)C3CC=CCC3C2=O)c(=O)[nH]c1=O (stereo not given)	-0.6	-2	-0.5	-6	-1	0	0.4	-0.2	0.7	0.6	0.0
COC(=O)Cc1[nH]c(Cl)nc1C(N)=O	.	-1	.	6	-2	2	-0.7	-0.8	-0.6	0.2	-1.6
Nc1ccc2nn(-c3cc([N+](=O)[O-])ccc3O)nc2c1	-0.8	-1	-0.2	9	1	-6	3.1	-0.8	-0.6	-0.2	-1.4
O=C(O)C1C2CCC(CC2)C1C(=O)O (stereo not given)	0.6	5	0.2	-5	1	3	0.0	-1.8	0.5	0.4	-1.7
O=C(Nc1nnc(SCc2cccc3ccccc23)s1)C1COc2ccccc2O1 (stereo not given)	-0.3	-1	1.3	9	4	3	-1.3	-1.0	0.6	0.3	-0.2
CC(=O)c1cccc(NC(=O)N2CC(C)OC(C)C2)c1 (stereo not given)	1.1	0	0.5	-8	-1	1	-1.1	-0.7	-0.6	0.7	-0.9
O=C(CSc1nnc(-c2cccnc2)o1)Nc1ccccn1	2.3	4	1.5	5	-4	0	4.0	-0.7	0.1	0.0	1.2
Cc1c(C(=O)Nc2ccc(S(=O)(=O)Nc3ncccn3)cc2)oc2ccc(Cl)cc12	1.4	0	-0.3	4	-1	17	1.9	-0.3	0.2	2.9	-2.8
COc1ccc(-c2oc3c(c2-c2cnc(OC)nc2)C(O)CC3)cc1 (stereo not given)	.	-3	.	-338	-92	2	0.2	-0.9	0.1	-1.2	0.3
Cc1oc(/C=N/NS(=O)(=O)c2ccccc2)cc1Br	-0.5	-2	4.7	-10	-2	-1	-2.3	-0.9	-1.8	0.2	-3.3

6 consecutive records from above, quoted:
SMILES	DAX1 inh-1	SMARCA2 act	FXN GAA850 act	ADAM10 inh	ADAM17 inh	GC-A act	hgDAF-12 ag	ssDAF12 agonist	hcDAF12 agonist	DAX1 inh-2	PG9 binder
O=C(Nc1nnc(SCc2cccc3ccccc23)s1)C1COc2ccccc2O1 (stereo not given)	-0.3	-1	1.3	9	4	3	-1.3	-1.0	0.6	0.3	-0.2
CC(=O)c1cccc(NC(=O)N2CC(C)OC(C)C2)c1 (stereo not given)	1.1	0	0.5	-8	-1	1	-1.1	-0.7	-0.6	0.7	-0.9
O=C(CSc1nnc(-c2cccnc2)o1)Nc1ccccn1	2.3	4	1.5	5	-4	0	4.0	-0.7	0.1	0.0	1.2
Cc1c(C(=O)Nc2ccc(S(=O)(=O)Nc3ncccn3)cc2)oc2ccc(Cl)cc12	1.4	0	-0.3	4	-1	17	1.9	-0.3	0.2	2.9	-2.8
COc1ccc(-c2oc3c(c2-c2cnc(OC)nc2)C(O)CC3)cc1 (stereo not given)	.	-3	.	-338	-92	2	0.2	-0.9	0.1	-1.2	0.3
Cc1oc(/C=N/NS(=O)(=O)c2ccccc2)cc1Br	-0.5	-2	4.7	-10	-2	-1	-2.3	-0.9	-1.8	0.2	-3.3

The list continues:
SMILES	DAX1 inh-1	SMARCA2 act	FXN GAA850 act	ADAM10 inh	ADAM17 inh	GC-A act	hgDAF-12 ag	ssDAF12 agonist	hcDAF12 agonist	DAX1 inh-2	PG9 binder
CNCC[C@H](Oc1cccc2ccccc12)c1cccs1	-1.2	-4	-1.5	-8	-7	-31	0.4	-1.2	-0.3	0.2	-1.9
NC(=O)NOCc1c(F)cccc1Cl	.	1	5.3	2	-3	-4	-4.3	-0.5	-2.8	-0.4	-0.3
CN(C)CCCN(Cc1ccc2c(c1)OCO2)C(=O)NC1CCCCC1	2.9	-5	-0.1	2	-1	-10	-1.3	-1.5	1.5	0.6	-3.5
Cc1ccc2nc(/C(C#N)=C/c3ccc(-c4ccccc4C(=O)O)o3)[nH]c2c1	0.6	-2	-0.8	-7	-7	4	4.6	-0.6	3.1	0.3	-18
CC1CCN(CCC(=O)Nc2ccc(Cl)cc2)CC1	-0.8	-2	0.9	6	-1	-1	-0.6	-1.1	-1.3	0.1	1.7
CSc1nnc(Cn2c(=O)sc3ccccc32)n1CCc1ccccc1	0.6	-1	2.8	-3	-1	-13	-1.6	-0.9	-1.6	-0.1	-0.3
Cc1cccc(CCNC(=O)CCc2nc(-c3ccccc3F)no2)c1	-0.3	-1	2.0	20*	4	-1	-2.3	-1.4	0.4	-0.2	-1.8
Cc1cccc(-n2cc(CN3CCCN(C=O)CC3)c(-c3cccc(F)c3)n2)c1	0.5	0	0.2	4	-5	0	-0.7	-2.1	0.7	-0.1	-0.2
Cc1ccc(Nc2nc(Cl)nc(NC3CCCCC3)n2)cc1	1.9	0	3.5	4	-5	15	2.2	-0.6	-0.5	0.9	-0.9
O=C(O)c1ccccc1Nc1ccnc(Cl)n1	3.8	2	1.8	-4	-6	2	0.3	-1.5	2.9	0.7	-0.5
CC1(C)CNC(=O)c2sc(N3CCOCC3)nc2C1	0.7	3	4.8	-3	-6	1	-0.5	-1.6	1.3	1.1	-0.3
Nc1nc(=O)c2ccccc2s1	0.9	5	0.4	-6	-1	-5	-2.5	-0.9	-0.8	-0.1	-2.3
Nc1[nH]c(C(=O)c2ccccc2)c(-c2ccc(C(F)(F)F)cc2)c1C(=O)NCc1ccc(Cl)cc1Cl	.	-3	.	-12	-5	-1	0.1	-0.4	0.0	1.6	0.7
COC(=O)C1=C(C(=O)OC)SC(=C2C(=S)C(C)(C)N(C(=O)C(C)C)c3ccccc32)S1	-0.7	-4	-1.4	-5	-4	-4	-1.3	-0.8	-1.0	-0.2	2.0
Cc1cc2c(c(SCC(=O)NCc3ccc(Cl)cc3)n1)C(=O)OC2	0.2	-2	-1.1	-7	-9	-6	-2.7	-0.1	-2.1	-0.8	0.7
CC(NC(=O)CSc1n[nH]c(=O)[nH]c1=O)C1CC2CCC1C2 (stereo not given)	0.1	1	-1.1	-1	-3	0	0.6	-1.0	-1.1	-0.1	0.9
O=C(NCc1cccnc1)c1cc(C2CCCCN2C(=O)c2ccc3ccccc3c2)on1 (stereo not given)	.	-2	-0.2	-6	-3	2	-3.3	-1.7	-2.7	-2.4	-2.4
CCOc1ccc(-n2c(SCC(=O)Nc3ccc4cn[nH]c4c3)nnc2-c2ccncc2)cc1	.	-4	.	5	2	-5	3.9	-1.3	-2.2	-1.0	.
CCN(c1ccccc1)S(=O)(=O)c1ccc(NC(=S)NC(=O)c2ccc(Br)o2)cc1	-0.9	3	-0.9	-2	-4	0	1.7	-1.1	0.1	-0.7	-1.4
COC(=O)c1ccccc1NC(=S)NC(=O)c1ccccc1C	0.2	-2	3.5	-3	-6	1	-2.5	-1.6	0.2	1.0	0.9

Rewritten with each value named: part of the list above.
> Cc1cccc(-n2cc(CN3CCCN(C=O)CC3)c(-c3cccc(F)c3)n2)c1
  DAX1 inh-1 = 0.5	SMARCA2 act = 0	FXN GAA850 act = 0.2	ADAM10 inh = 4	ADAM17 inh = -5	GC-A act = 0	hgDAF-12 ag = -0.7	ssDAF12 agonist = -2.1	hcDAF12 agonist = 0.7	DAX1 inh-2 = -0.1	PG9 binder = -0.2

> Cc1c(C(=O)Nc2ccc(S(=O)(=O)Nc3ncccn3)cc2)oc2ccc(Cl)cc12
  DAX1 inh-1 = 1.4	SMARCA2 act = 0	FXN GAA850 act = -0.3	ADAM10 inh = 4	ADAM17 inh = -1	GC-A act = 17	hgDAF-12 ag = 1.9	ssDAF12 agonist = -0.3	hcDAF12 agonist = 0.2	DAX1 inh-2 = 2.9	PG9 binder = -2.8

> NC(=O)NOCc1c(F)cccc1Cl
  DAX1 inh-1 = .	SMARCA2 act = 1	FXN GAA850 act = 5.3	ADAM10 inh = 2	ADAM17 inh = -3	GC-A act = -4	hgDAF-12 ag = -4.3	ssDAF12 agonist = -0.5	hcDAF12 agonist = -2.8	DAX1 inh-2 = -0.4	PG9 binder = -0.3

Continuation.
SMILES	DAX1 inh-1	SMARCA2 act	FXN GAA850 act	ADAM10 inh	ADAM17 inh	GC-A act	hgDAF-12 ag	ssDAF12 agonist	hcDAF12 agonist	DAX1 inh-2	PG9 binder
Cc1ccnc(SCCn2c(N(C)Cc3ccccc3)nc3c2c(=O)n(C)c(=O)n3C)n1	1.1	-4	-0.1	-5	2	-1	-0.4	-1.2	1.7	-1.1	0.2
CCCN1C(=O)CN(C2CCCCCC2)C(=O)C1c1ccc(C)cc1 (stereo not given)	-0.2	-4	2.7	-1	0	0	1.7	-1.4	-1.4	-0.8	0.4
COc1ccc(NC(=S)NNc2ccc(C(=O)O)cc2)cc1	-1.1	2	0.6	-9	-7	-4	1.1	-1.3	2.5	0.1	-3.0
Nc1ncnc2c1ncn2[C@@H]1O[C@H](C(=O)NCC(F)(F)F)[C@@H](O)[C@H]1O	.	2	.	0	2	2	-2.1	-1.7	-4.0	1.4	0.6
Cc1cccc(N2CCN(C(=O)c3ccc(N4CCCC4=O)cc3)CC2C)c1 (stereo not given)	0.4	-8	-0.2	-4	-2	-4	-1.6	-1.6	-0.4	0.2	1.1
CCOC(=O)c1cccc(NC(=O)N2CCOCC2)c1	0.0	4	1.1	5	4	4	2.8	-1.6	-1.2	-0.1	0.3
O=C(CSc1nc(O)c(Cc2ccccc2)c(=O)[nH]1)Nc1ccccc1	0.2	-1	1.4	2	4	-1	2.1	-1.2	1.3	0.1	-0.9
NC(=O)c1nsc(C(=O)N(c2cccc(F)c2)C(C(=O)NC2CCCC2)c2ccco2)c1N (stereo not given)	-1.6	-3	1.1	-43	-15	-7	-2.2	-0.9	-0.5	-0.2	1.3
